PAFAH1B3 inh: blocks human PAF acetylhydrolase 1B catalytic subunit 3; Q15102; actives 0.28% (n = 340,000); AID 492972; recombinant PAFAH1B3, FP-rhodamine probe, fluorescence polarization; inhibition, % at 3.39 µM;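 active = inhibition above the screen-wide average of all tested compounds plus 3 SD, cut at about 25% in these data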;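 also: 0% = enzyme with DMSO only and 100% = wells lacking PAFAH1B3 protein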
Target sequence (Q15102 whole entry, looked up): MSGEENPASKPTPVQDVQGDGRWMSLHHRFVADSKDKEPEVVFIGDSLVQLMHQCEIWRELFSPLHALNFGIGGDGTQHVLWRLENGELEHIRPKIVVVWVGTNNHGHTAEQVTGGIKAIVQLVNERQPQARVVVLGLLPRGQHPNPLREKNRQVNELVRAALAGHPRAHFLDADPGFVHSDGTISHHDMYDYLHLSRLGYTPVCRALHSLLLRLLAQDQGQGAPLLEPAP
PAFAH1B2 FP inh: blocks human PAF acetylhydrolase 1b catalytic subunit 2. AID 492953. P68402. inhibition, % at 3.39 µM. recombinant PAFAH1B2, FP-rhodamine activity probe, fluorescence polarization. actives 1.2% (n = 340,000);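 active = inhibition above the mean of all tested compounds plus 3 SD, cut at about 24% in these data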;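 also: 0% = enzyme with DMSO and 100% = wells lacking PAFAH1B2; many of its hits are not listed in these tables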
Target sequence (P68402 whole entry, looked up): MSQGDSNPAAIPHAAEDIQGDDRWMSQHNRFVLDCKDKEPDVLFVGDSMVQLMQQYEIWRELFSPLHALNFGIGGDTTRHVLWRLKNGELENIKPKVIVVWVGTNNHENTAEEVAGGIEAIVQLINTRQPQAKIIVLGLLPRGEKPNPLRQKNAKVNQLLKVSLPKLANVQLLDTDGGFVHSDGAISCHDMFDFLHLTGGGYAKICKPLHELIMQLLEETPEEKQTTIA
pPAFAH inh: pPAFAH (human) enzyme inhibition. actives 1.5% (n = 330,000). AID 463082. recombinant pPAFAH, FP-rhodamine probe fluorescence polarization. inhibition, % at 3.39 µM;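 active = inhibition above the mean inhibition across the screen plus 3 SD, cut at about 25% in these data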;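 also: inhibitors block binding of the rhodamine activity-based probe so polarization drops; 0% = enzyme with DMSO and 100% = wells lacking pPAFAH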
PAD4 inh: PAD4 (human) enzyme inhibition; Q9UM07; recombinant PAD4, RCA probe fluorescence polarization; inhibition, % at 6.36 µM; actives 0.41% (n = 330,000);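 active = percent inhibition above a cutoff equal to the mean of all tested compounds plus 3 SD, cut at about 15% in these data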;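 also: 0% = PAD4 with RCA probe and DMSO and 100% = probe without PAD4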
LYPLA2 inh: LYPLA2 (human) inhibition in PME1 counter-screen; actives 0.38% (n = 320,000); recombinant LYPLA2, FP-Rh probe fluorescence polarization; O95372; inhibition, % at 5.9 µM;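 active = inhibition above the screen-wide mean plus 3 SD, limit set per campaign, cut at about 26% in these data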;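 also: 0% = LYPLA2 with DMSO and 100% = wells lacking LYPLA2 enzyme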
Target sequence (O95372 whole entry, looked up): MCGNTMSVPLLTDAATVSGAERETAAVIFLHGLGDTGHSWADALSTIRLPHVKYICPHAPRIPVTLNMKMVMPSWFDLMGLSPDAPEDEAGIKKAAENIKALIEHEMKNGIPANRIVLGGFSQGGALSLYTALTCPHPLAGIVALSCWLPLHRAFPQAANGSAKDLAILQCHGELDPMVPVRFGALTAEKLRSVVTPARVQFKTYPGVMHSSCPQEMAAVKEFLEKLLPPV
PREPL inh: human PREPL enzyme inhibition | actives 0.68% (n = 320,000) | recombinant PREPL, fluorescence polarization activity-based probe | Q4J6C6 | inhibition, % at 5.96 µM; in the data active = inhibition above about 43%;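 also: 0% = enzyme with DMSO and 100% = wells lacking enzyme; many of its hits are not listed in these tables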
LYPLA1 counter: counter-screen for PME1 inhibitors: inhibitors of human LYPLA1; recombinant LYPLA1, FP-Rh probe fluorescence polarization; inhibition, % at 5.9 µM; actives 0.16% (n = 320,000); O75608;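 active = inhibition above the mean of all tested compounds plus 3 SD, set per campaign, cut at about 14% in these data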;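 also: inhibitors block serine hydrolase probe labeling of LYPLA1 so polarization falls; 0% = enzyme with DMSO and 100% = wells lacking LYPLA1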
Target sequence (O75608 whole entry, looked up): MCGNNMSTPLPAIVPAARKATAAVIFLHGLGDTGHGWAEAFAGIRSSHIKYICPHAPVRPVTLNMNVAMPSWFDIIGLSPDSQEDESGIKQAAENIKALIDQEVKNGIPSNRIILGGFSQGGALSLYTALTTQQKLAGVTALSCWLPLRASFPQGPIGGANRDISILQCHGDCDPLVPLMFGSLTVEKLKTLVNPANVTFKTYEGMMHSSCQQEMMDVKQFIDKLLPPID
PAFAH2 inh: inhibitors of human PAFAH2; Q99487; recombinant PAFAH2, FP-rhodamine activity probe, fluorescence polarization; inhibition, % at 3.39 µM; actives 0.99% (n = 340,000); AID 492956;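 active = inhibition above the mean over all tested compounds plus 3 SD, cut at about 30% in these data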;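 also: inhibitors block probe labeling of enzyme so polarization drops; 0% = enzyme with DMSO and 100% = wells lacking PAFAH2 protein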
GSTO1 counter: blocks human GSTO1 in RBBP9 counter-screen. P78417. recombinant GSTO1, activity-based probe fluorescence polarization. inhibition, % at 5.96 µM. actives 1.1% (n = 300,000). AID 1974;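 active = inhibition above the campaign mean inhibition plus 3 SD, cut at about 35% in these data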;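 also: 0% = GSTO1-1 with DMSO and 100% = wells lacking GSTO1-1 enzyme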
* marks the source's active call; other numbers are inactive results; . = no result given.

Start of the data: the first three compounds, to show the layout:
SMILES | PAFAH1B3 inh | PAFAH1B2 FP inh | pPAFAH inh | PAD4 inh | LYPLA2 inh | PREPL inh | LYPLA1 counter | PAFAH2 inh | GSTO1 counter
CN(C)C(CNC(=O)c1ccco1)c1cccs1 (configuration not stated) | 6 | 7 | 5 | -3 | 2 | -1 | -2 | -3 | 0
COc1ccc(C(=O)c2c[nH]c(C(=O)NCc3cccs3)c2)cc1 | -3 | 3 | 4 | -3 | -4 | -2 | -4 | 8 | 4
Cc1cccc(OCC(=O)NCCNC(=O)c2cccnc2)c1 | -2 | 2 | 4 | -6 | 4 | -7 | 2 | -1 | -3

This part in full, repeating the preview:
SMILES | PAFAH1B3 inh | PAFAH1B2 FP inh | pPAFAH inh | PAD4 inh | LYPLA2 inh | PREPL inh | LYPLA1 counter | PAFAH2 inh | GSTO1 counter
CN(C)C(CNC(=O)c1ccco1)c1cccs1 (configuration not stated) | 6 | 7 | 5 | -3 | 2 | -1 | -2 | -3 | 0
COc1ccc(C(=O)c2c[nH]c(C(=O)NCc3cccs3)c2)cc1 | -3 | 3 | 4 | -3 | -4 | -2 | -4 | 8 | 4
Cc1cccc(OCC(=O)NCCNC(=O)c2cccnc2)c1 | -2 | 2 | 4 | -6 | 4 | -7 | 2 | -1 | -3
COc1ccc(C(C(=O)NC2CCCCC2)N(C(=O)CCl)c2cccc(Cl)c2)cc1 (configuration not stated) | 6 | 4 | 7 | 4 | 2 | 5 | 4 | -1 | 81*
CCOC(=O)C(C)On1c(-c2ccccc2)nc2ccc([N+](=O)[O-])cc21 (configuration not stated) | -4 | 5 | 3 | -1 | 8 | 10 | 0 | 1 | -8
CCOc1ccc2ccccc2c1/C=N/NC(=O)CNC(=O)c1ccccc1F | 2 | -4 | 7 | 1 | 1 | 10 | -7 | -7 | 1
c1ccc2c(c1)OCC(CNCC1COc3ccccc3O1)O2 (configuration not stated) | 6 | 9 | 0 | -1 | -3 | -23 | 2 | 1 | 7
Cc1cc2c(c(/C=C/C(=O)c3ccccc3)c1)OC1(C=C2)Oc2ccccc2C(=O)N1C (configuration not stated) | -11 | 5 | 1 | -3 | -5 | -1 | -1 | -7 | -3
Cc1ccccc1C(=O)NNC(=O)C1CCN(c2ncccn2)CC1 | 7 | 4 | -1 | 1 | -3 | 5 | -5 | -6 | -2
Cc1cccc2cc(/C=N/NC(=O)CN3CCCCC3)c(Cl)nc12 | . | . | 3 | 1 | 0 | 9 | -3 | . | -1
Cc1ccc(-n2c(CCc3ccccc3)n[nH]c2=S)cc1C | 5 | 4 | 6 | 0 | 1 | -16 | -3 | 7 | 5
Cc1ccc(NC(=O)CSCC(N)=O)cc1C | 7 | -1 | 7 | -3 | 4 | -9 | -3 | 1 | 2
CSc1nsc(SC)c1NC(=O)N1CCCC1 | 6 | 4 | 9 | 1 | 0 | 9 | -2 | -1 | 1
O=C(CSc1nnc(-c2ccccn2)n1Cc1ccccc1)N1CCOCC1 | 1 | -2 | 5 | -2 | 5 | -3 | 1 | 3 | 16
O=C(CN1C(=O)COc2ccc(S(=O)(=O)N3CCCCC3)cc21)NCc1ccc(Cl)cc1 | 12 | 6 | 4 | 0 | 1 | 4 | 2 | -3 | 0
COc1nnc(-c2ccc(N3CCOCC3)c(NC(=O)C3CCCCC3)c2)c2ccccc12 | 8 | 3 | -1 | 3 | 1 | -1 | -3 | -2 | -2
O=C(Cc1ccc(S(=O)(=O)N2CCOCC2)s1)NCCC(c1ccccc1)c1ccccc1 | 11 | 3 | 12 | -9 | -9 | 3 | -7 | 4 | -6
CN(C)CCNc1nc2sc3c(c2c(=O)n1-c1ccccc1)CCCCC3 | 6 | 7 | 1 | 0 | 2 | 23 | 1 | 12 | 5
CCOC(=O)C1(Cc2ccccc2Cl)CCN(C(=O)c2cnccn2)CC1 | -5 | 0 | 0 | -4 | 4 | 12 | -2 | 3 | -12
CCc1nnc2n1N=C(c1ccc(Cl)cc1)CS2 | 7 | 3 | 8 | 1 | -11 | 13 | -2 | -6 | 9
Cn1nnnc1Sc1ncnc2scc(-c3ccc(C#N)cc3)c12 | 2 | 6 | 6 | 9 | 2 | -10 | 0 | 0 | .
CCCNC(=O)C(Cc1ccc(OC)cc1)NC(=O)c1ccc(Cl)cc1 (configuration not stated) | 3 | -6 | 6 | 0 | 2 | 0 | -2 | -2 | .
COc1ccc(N2CCOCC2)c(NC(=O)c2ccc3c(c2)OCO3)c1 | 3 | 0 | 4 | -6 | 0 | 2 | -2 | -1 | 1
Cc1ccc(N2CC(C(=O)N3CCC(C(=O)NCCCOC(C)C)CC3)CC2=O)cc1 (configuration not stated) | 0 | 3 | 8 | 2 | 8 | -5 | 0 | -7 | 3
NC(=O)CSc1nnc(NC(=O)c2cccc(S(=O)(=O)N3CCCCC3)c2)s1 | 0 | 13 | 2 | -7 | -4 | -4 | 1 | -8 | 5
CS(=O)(=O)N(Cc1ccccc1Cl)c1ccc(C(=O)NCc2ccccn2)cc1 | 4 | -4 | 6 | -1 | -1 | 1 | 0 | -2 | 3
Cc1cccc(OC(=O)c2sc3ncn(C)c(=O)c3c2C)c1 | 5 | 4 | 4 | -5 | 25 | 27 | -1 | 3 | 4
CCOC(=O)c1ccc(S(=O)(=O)NNc2ccc(C(F)(F)F)cn2)cc1 | 0 | -3 | -7 | 0 | . | 9 | . | 11 | .
C[N+]1(C)CC[C@H](OC(=O)[C@@](O)(c2ccccc2)C2CCCC2)C1 | 0 | 3 | 2 | 0 | 6 | 7 | 0 | 6 | 6
C=CCC(Nc1ccccc1)c1ccc(OC)c(OC)c1 (configuration not stated) | . | . | 5 | -1 | -5 | 5 | 0 | . | 7
Cc1cc(C)nc(/N=C(\N)Nc2ccc(OCc3ccccc3)cc2)n1 | -1 | -2 | 1 | -6 | 30* | 39 | 6 | 4 | 10
COc1cccc(N2CCN(C(=O)NC3CCCCC3)CC2)c1 | 0 | -2 | -2 | -5 | -3 | 15 | -4 | 10 | -4
COc1ccc(NC(=O)CN(C)C(=O)c2cn(-c3ccccc3)nc2-c2cccnc2)cc1 | 7 | 2 | 0 | 0 | -6 | 13 | -2 | 0 | -6
O=C(O)COc1ccccc1/C=N/NC(=O)c1ccc(F)cc1 | 8 | -1 | 2 | -6 | 5 | 7 | 3 | 8 | 6
CC1CCN(CCNC(=O)CCS(=O)(=O)c2ccc(Br)cc2)CC1 | 8 | 3 | 2 | -1 | 1 | 32 | 0 | -13 | 0
CCc1ccc(-c2csc(NC(=O)C3CCCO3)c2C(=O)OC(C)C)cc1 (configuration not stated) | 8 | -1 | 4 | 3 | 1 | -7 | -2 | 2 | 0
CCNC(=O)CC1C(=O)N(c2ccc(F)cc2)C(=O)N1CCc1sccc1C (configuration not stated) | 3 | 0 | 3 | -4 | 2 | -3 | 1 | -8 | 1
O=C(O)C(O)(c1ccccc1)C(O)c1ccccc1 (configuration not stated) | 3 | -3 | 1 | 4 | 2 | 6 | 3 | 0 | 0
CC(C)n1nc(C(=O)NCCCN2CCCC2=O)c2ccccc2c1=O | 3 | 4 | 0 | 1 | 2 | 2 | 1 | -3 | -3
CN(C)/N=C/C=C1\CC/C(=C\c2ccc(Br)cc2)C1=O | -6 | -11 | 1 | -4 | -6 | 12 | 0 | -16 | -8
O=c1[nH]c2cc3c(cc2cc1CN(CCO)S(=O)(=O)c1ccccc1Cl)OCCO3 | 3 | 3 | 1 | 0 | 2 | 3 | 3 | 10 | -3
O=C(c1ccccc1)N1CCCCCC1 | 8 | 0 | 0 | -4 | 6 | 10 | 2 | -6 | -3
Cc1ccccc1CSc1nncn1N | 5 | 2 | -4 | 1 | 1 | 3 | -2 | -3 | 1
CC(=O)NC(=S)Nc1ccc(NC(=O)COc2ccc(Cl)cc2Cl)cc1 | -13 | 0 | -3 | 2 | -8 | -27 | -3 | -4 | -2
CC(=O)NC12CC3CC(C1)CC(C(=O)N(C)CC(=O)Nc1ccc(F)c(F)c1F)(C3)C2 | 1 | 4 | -8 | -7 | -9 | 14 | -7 | -1 | .
O=C(CN(Cc1ccco1)C(=O)c1cccc(Cl)c1)Nc1c(Cl)cc(Cl)cc1Cl | 0 | -1 | 3 | -5 | -4 | 0 | -3 | 4 | -2
CC(=O)Nc1ccc(S(=O)(=O)NCCC(=O)OCC(=O)N2CCN(C(=O)c3ccco3)CC2)cc1 | -3 | 1 | -3 | 0 | 6 | 7 | 2 | 7 | -4
COCc1c(Br)c(C)nc(OCC(=O)O)c1C#N | 5 | 1 | 8 | -1 | 1 | 7 | -4 | -1 | -3
Cc1c(NC(=O)c2ccc3c(c2)OCO3)cccc1-c1nc2ccccc2s1 | -2 | -3 | -3 | -2 | -24 | 15 | -12 | 1 | 0
Cc1ccc(S(=O)(=O)N2CCOCC2)cc1NC(=O)COC(=O)c1ccc(OCc2c(C)noc2C)cc1 | 7 | 4 | 11 | -1 | 5 | 13 | -3 | 44* | 10
Cc1ccc(-c2n[nH]c(=O)c3ccccc23)cc1S(=O)(=O)NCC1CCCO1 (configuration not stated) | 9 | 1 | 8 | -5 | 8 | 32 | 6 | -3 | -5
Cc1ccc2[nH]c3c(c2c1)CN(C(=O)CN1c2ccc(F)cc2CCC1C)CC3 (configuration not stated) | 14 | 3 | 4 | 2 | -5 | 30 | -4 | -1 | 6
CCn1nnnc1SCC(=O)N1CCc2ccccc21 | -1 | 0 | 4 | -5 | -3 | -11 | 2 | -3 | -3
CCN(CCNC(=O)CC1Oc2ccccc2NC1=O)c1ccccc1 (configuration not stated) | 4 | 9 | 2 | -4 | 11 | -2 | 6 | 5 | -4
Cc1ccc(N2C(=O)S/C(=C/c3cn(C)c4ccccc34)C2=O)cc1 | 1 | 3 | -1 | 0 | 7 | 5 | -1 | -4 | 9
Cc1nonc1NC(=O)CSc1nnc(-c2ccoc2C)n1CC(C)C | 6 | 5 | 4 | 3 | 8 | 7 | -1 | 4 | 0
O=C(c1ccco1)N1CCN(CC2CC3C=CC2C3)CC1 (configuration not stated) | 10 | -1 | 8 | 7 | 9 | 16 | 3 | -1 | -3
O=C(NCCCCCc1nc2ccccc2[nH]1)c1ccccc1Cl | 7 | 6 | 2 | -2 | 3 | -5 | 3 | 4 | -2
Cc1ccc(-n2nc3c(=O)n(CCCC(=O)NCCc4ccccc4)nc(C)c3c2C)cc1 | 2 | 2 | 1 | -3 | 4 | 8 | 0 | 9 | -5
CC(Oc1ccc(Cl)cc1Cl)C(=O)N(C)c1ccccc1 (configuration not stated) | 4 | 2 | 0 | 5 | 2 | -2 | -1 | 5 | 6

Continued.
SMILES | PAFAH1B3 inh | PAFAH1B2 FP inh | pPAFAH inh | PAD4 inh | LYPLA2 inh | PREPL inh | LYPLA1 counter | PAFAH2 inh | GSTO1 counter
Cc1nc(C)c(C(=O)OCC(=O)N2CCN(c3ccccc3)CC2)s1 | 4 | 0 | 0 | -6 | 5 | 10 | 0 | -2 | 7
OCC1(CCOc2ccccc2)CCN(Cc2cn[nH]c2-c2ccc(F)cc2)CC1 | 5 | 4 | -1 | -3 | 4 | -10 | 2 | 3 | 8
Cc1ccc(O)c(Cn2nnc3ccccc32)c1 | -3 | 7 | 5 | 0 | 2 | -3 | 1 | 0 | 4
Cc1c(O)ccc2c(CN3CCN(C/C=C/c4ccccc4)CC3)cc(=O)oc12 | -2 | 0 | 2 | -2 | 17 | -23 | 11 | -3 | 3
Cc1cc(C)cc(NC(=O)Cn2nnc(C(=O)NCc3cccs3)c2N)c1 | -1 | -1 | 5 | 0 | -5 | 2 | 3 | -5 | -6

Compound activity (PubChem)

The list is partial; count on the stated rates, not on these rows.
